Apaf1 inhib – inhibitors of human Apaf-1 apoptosome, primary screen, biochemical, DEVD-Rh110 fluorescence, uHTS | inhibition, % at 20 µM | AID 489030, 2010 | reconstituted apoptosome caspase-3 activity | 330,000 tested, 0.71% active | Apoptotic protease-activating factor 1 (Homo sapiens), O14727; active = inhibition of at least 40% at 20 µM;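 note: plate controls were DMSO wells for no effect and DEVD-CHO caspase inhibitor wells for full effect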
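Assay system: Apoptosome proteins | Medium: pH 7.5 Hepes buffer with CHAPS, BSA, DTT | Also added: Cytochrome c and DEVD-Rh110 substrate | Times: 30 min plus 50 min, RT | Detection: Rhodamine 110 fluorescence at Ex 480/Em 540 nm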
SENP6 block – SENP6 protease inhibitors, primary screen, biochemical, luminescence, uHTS; AID 2599, 2010; inhibition, % at 10 µM; Recombinant SENP6 catalytic domain, aminoluciferin luminescence; 330,000 tested, 1.8% active;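 active = inhibition above about 50% at the single tested dose, limit read from the data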;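 note: plate controls were DMSO wells with enzyme for no effect and DMSO wells lacking enzyme for full effect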
Target sequence (Q9GZR1 628-1112 limits assumed): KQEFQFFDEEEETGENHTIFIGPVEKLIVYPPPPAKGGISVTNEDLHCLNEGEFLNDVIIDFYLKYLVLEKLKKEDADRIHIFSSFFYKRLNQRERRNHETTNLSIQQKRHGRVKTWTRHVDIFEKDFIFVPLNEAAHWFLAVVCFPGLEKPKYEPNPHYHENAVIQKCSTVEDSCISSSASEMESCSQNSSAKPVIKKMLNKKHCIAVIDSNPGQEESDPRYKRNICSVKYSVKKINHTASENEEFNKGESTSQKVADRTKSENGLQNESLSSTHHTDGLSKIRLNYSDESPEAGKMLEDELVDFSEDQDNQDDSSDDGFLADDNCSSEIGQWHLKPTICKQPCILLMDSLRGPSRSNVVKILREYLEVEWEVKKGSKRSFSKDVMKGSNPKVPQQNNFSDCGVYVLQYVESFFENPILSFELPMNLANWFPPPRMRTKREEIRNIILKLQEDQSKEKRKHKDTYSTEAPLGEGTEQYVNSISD
PfGluPho inh – PfG6PD enzyme inhibitors, primary screen, biochemical, fluorescence intensity, uHTS. 350,000 tested, 0.78% active. AID 504690, 2011. PfGluPho enzyme, NADPH resazurin-diaphorase fluorescence. inhibition, % at 20 µM;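 active = inhibition reaching at least a set limit at 20 µM in the primary screen, cut at about 59% in these data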;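 note: 0% = DMSO wells with substrate and 100% = DMSO wells lacking glucose-6-phosphate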
SENP8 block-1 – SENP8 protease inhibitors, primary screen, biochemical, luminescence. Sentrin-specific protease 8 (Homo sapiens), Q96LD8. purified SENP8, Z-RLRGG-aminoluciferin cleavage. inhibition, % at 10 µM. 330,000 tested, 1.2% active. AID 2540, 2010; in the data active = inhibition above about 50%
Target sequence (Q96LD8 whole entry, looked up): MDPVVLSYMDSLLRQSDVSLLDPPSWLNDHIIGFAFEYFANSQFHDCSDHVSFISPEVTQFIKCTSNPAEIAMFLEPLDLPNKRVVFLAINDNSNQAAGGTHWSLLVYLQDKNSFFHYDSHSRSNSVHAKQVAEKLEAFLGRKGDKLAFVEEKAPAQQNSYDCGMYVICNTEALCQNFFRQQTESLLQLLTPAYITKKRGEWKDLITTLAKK
SENP8 block-2 – human SENP8 protease inhibitors, primary screen, biochemical, fluorescence, Nedd8 protein substrate, uHTS; Sentrin-specific protease 8 (Homo sapiens), Q96LD8; recombinant SENP8; inhibition, % at 20 µM; 360,000 tested, 0.64% active; AID 602440, 2012; in the data active = inhibition mostly above about 40%, no sharp cut-off; inactive = mostly below about 27%
HKDC1 inh – HKDC1 hexokinase inhibitors, primary screen, biochemical, fluorescence, uHTS | Q2TB90 | recombinant HKDC1, G6PDH/diaphorase resazurin coupled fluorescence | inhibition, % at 20 µM | 340,000 tested, 0.16% active;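 active = inhibition above about 35% when tested at 20 µM, limit read from the data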;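 note: plate controls were DMSO wells with enzyme for no effect and DMSO wells lacking enzyme for full effect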
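Test system: recombinant HKDC1 (HK5) hexokinase enzyme, produced in-house; Amount: enzyme 5 µg/mL final; Buffer or medium: Tris pH 8.0 buffer with MgCl2, Tween-20, BSA, BME; Reagent: glucose and ATP substrates; Doses: 20 µM test compound, 1% DMSO; Incubation: 90 min reaction incubation at room temperature, dark; Detection: resorufin fluorescence at 613 nm.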
SENP7 inh – SENP7 protease inhibitors, primary screen, biochemical, luminescence, uHTS | Sentrin-specific protease 7 (Homo sapiens), Q9BQF6 | recombinant SENP7, Z-RLRGG-aminoluciferin luminescence, 40 min | inhibition, % at 5 µM | 330,000 tested, 1.5% active | AID 434973, 2010;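 active = inhibition above about 50% at the single test dose, limit read from the data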;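 note: plate controls were DMSO with enzyme for no effect and no enzyme buffer wells for full effect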
SENP1 inh – human SENP1 catalytic domain inhibitors, primary screen, biochemical, FRET, uHTS. Sentrin-specific protease 1 (Homo sapiens), Q9P0U3. recombinant SENP1 catalytic domain, CyPet-SUMO1-YPet FRET cleavage. inhibition, % at 10 µM. 360,000 tested, 0.21% active. AID 624204, 2012;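 active = inhibition at least 30% at 10 µM, raw YFP signal under a set limit, fluorescence ratio 0.5 to 1.5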;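 note: 0% = enzyme with DMSO and 100% = no enzyme wells; some results filed as inactive read as strong as hits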
Target sequence (Q9P0U3 419-644 limits assumed): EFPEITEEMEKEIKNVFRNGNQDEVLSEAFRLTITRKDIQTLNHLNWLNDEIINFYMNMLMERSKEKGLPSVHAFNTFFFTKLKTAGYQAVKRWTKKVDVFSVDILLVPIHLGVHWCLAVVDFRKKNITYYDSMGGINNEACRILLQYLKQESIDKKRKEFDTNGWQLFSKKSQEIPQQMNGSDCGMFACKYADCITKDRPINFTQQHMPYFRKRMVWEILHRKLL
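Assay system: hSENP1 catalytic domain, recombinant. Amount: SENP1 enzyme, 20 pM final. Schedule: 50 min reaction, RT, dark. Technique: FRET, CFP and YFP emission. Control set: no-enzyme wells low, DMSO-plus-enzyme wells high control.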
Starred values were filed as active, the others as inactive; · = no result given. The order is random; about 3.6% have a hit in one of these screens.

Under each structure: Apaf1 inhib, SENP6 block, PfGluPho inh, SENP8 block-1, SENP8 block-2, HKDC1 inh, SENP7 inh, SENP1 inh
Cc1nnc(NC(=O)c2ccccc2-c2ccccc2C(=O)O)s1
→ 4.1, -12.7, 7.0, -6.5, 4.1, -8.1, 6.0, 0.2
CCCCN(C)CCNC(=O)CCn1nc(-c2ccc(Cl)cc2)ccc1=O
→ 4.4, -8.4, -6.3, -0.9, 14.8, -3.8, -0.4, -0.8
O=C(CSc1nc2ncccc2[nH]1)NCc1ccccc1
→ -6.7, -36.7, -6.3, 1.9, 6.8, -6.7, 0.0, 1.5
COc1ccccc1NC(=O)Cc1nnc(SCC(=O)NC2CCCCC2)n1C
→ 6.7, -25.2, -3.0, -5.2, 4.7, -4.3, -6.0, 0.6
C=CCC1(CC=C)CCCN1C(=O)CC1C(=O)NCCN1Cc1ccc(OC)c(OC)c1 (stereo not drawn)
→ 3.7, -0.6, 5.3, 0.9, 11.6, -10.0, -0.5, -1.0
Cc1ccc(-c2csc(N/N=C/c3ccco3)n2)cc1
→ -1.6, 6.7, 42.0, -0.2, -21.0, 1.4, 6.2, -5.5
NC(=S)Nc1ccc(C(F)(F)F)cc1Cl
→ 7.1, -23.0, -2.8, -12.5, 13.2, -2.1, -6.9, 0.1
O=C(NCc1csc(-c2cccs2)n1)c1cccc(Cl)c1
→ -6.1, -22.3, -3.9, -11.9, -234.2, -1.2, -7.3, 0.6
O=C(Oc1cccc([N+](=O)[O-])c1)c1ccc2c(=O)n3c(nc2c1)CCC3
→ -12.3, 10.8, 23.3, 4.7, 0.7, 5.6, 1.8, -0.5
O=C(NNC(=O)c1ccc[nH]1)Nc1cc(Cl)cc(Cl)c1
→ -2.1, 5.4, 2.0, -13.8, 21.4, -1.7, 13.1, -0.3
O=C(Nc1cccc(F)c1)C1CCN(C(=O)c2ccc(Cl)cc2)CC1
→ -4.7, -12.6, 20.4, -1.8, 21.7, -8.3, 3.5, 0.1
COc1ccc(-c2nnc(NC(=O)c3ccc4c(c3)OCCO4)o2)cc1
→ -1.6, 0.6, -6.8, 4.0, 3.9, 0.3, 1.4, 2.6
Cc1ccc(S(=O)(=O)n2cc(CO)c3ccccc32)cc1
→ ·, ·, 12.3, ·, 7.9, 1.1, ·, 2.1
COC(=O)CCC(=O)NC(=S)Nc1ccc(S(=O)(=O)N2CCCC2)cc1
→ 9.2, 5.2, 6.0, -4.9, 5.6, -6.2, 1.4, 0.5
COc1ccc(OC)c(/C=C2\SC(=S)N(N3CCOCC3)C2=O)c1
→ 10.4, -25.8, 3.9, -4.0, 29.6, -11.7, 1.1, 38.5*

(next part)
Under each structure: Apaf1 inhib, SENP6 block, PfGluPho inh, SENP8 block-1, SENP8 block-2, HKDC1 inh, SENP7 inh, SENP1 inh
Cc1ccc(CN2CC(C(=O)Nc3cc(C)ccn3)CC2=O)cc1 (stereo not drawn)
→ 4.4, -16.4, 1.3, -19.5, 5.7, -2.8, -6.1, 2.8
Cc1cc(C(=O)CCC(=O)NCC2COc3ccccc3O2)c(C)s1 (stereo not drawn)
→ 5.9, -1.9, -0.4, -2.3, -0.5, -0.7, -3.4, 4.0
CC1(c2ccccc2)NC(=O)N(CC(=O)Nc2ccccc2C(=O)N2CCCCC2)C1=O (stereo not drawn)
→ -1.3, -15.5, -10.8, -7.0, -1.2, -2.9, -4.9, 0.9
COc1ccccc1N(CC(=O)Nc1c(C)cccc1C)S(C)(=O)=O
→ -22.0, -3.7, -10.3, 6.4, 1.7, -6.9, 6.8, 2.9
O=C(O)CC1C(=O)OCN1C(=O)OCc1ccccc1 (stereo not drawn)
→ -14.0, 5.9, -9.7, 5.7, -27.9, -6.7, 2.7, 3.4
FC(F)Sc1ccc(NC(=S)NCc2ccccc2)cc1
→ -5.1, 14.0, 18.2, -6.5, 0.1, 1.3, -10.1, 0.2
COc1ccc(C2c3[nH]c4ccccc4c3C[C@H]3C(=O)N(c4ccccc4C(=O)N4CCC[C@@H]4C(=O)O)C(=O)N23)cc1 (stereo partly drawn)
→ 1.1, -8.9, 7.8, -6.7, 23.1, -4.6, 12.8, -30.8
CC(SCC(=O)Nc1ccccc1)c1nc2ccccc2c(=O)[nH]1 (stereo not drawn)
→ 7.0, -6.3, 60.4*, 7.6, -7.7, 4.4, -4.0, 1.9
COc1ccc(C2=Nn3c(nnc3-c3ccccn3)SC2)cc1OC
→ 5.9, 9.7, 4.2, 4.2, 9.6, -3.0, -7.0, -1.0
Oc1ccc(Br)cc1-c1cc(-c2ccccc2Cl)[nH]n1
→ 14.9, -25.6, -25.4, -26.2, 42.1*, -0.9, -11.0, 1.4
O=C(c1ccc(C(F)(F)F)cc1)C1CCCN(C(=O)Cn2cncn2)C1 (stereo not drawn)
→ 9.6, 6.9, -9.3, 3.2, 4.5, 2.3, 5.3, 1.4
CC1CCCCC1NC(=O)CSCC(=O)O (stereo not drawn)
→ -2.9, -1.7, -9.7, 2.9, 18.3, 0.5, -1.3, -0.1
O=C(NCCN1CCCCC1)c1ccc(F)cc1Cl
→ -0.7, -7.9, 12.4, -1.5, 13.2, -3.4, -10.5, -2.3
COc1ccc(-c2nn(-c3ccccc3)cc2CNC[C@H]2O[C@@H](n3cnc4c(N)ncnc43)[C@H](O)[C@@H]2O)cc1
→ -6.3, -9.1, 15.0, -5.4, 0.9, -8.1, 4.3, 0.0
COCc1nnc(NC(=O)CCCCCN2C(=O)c3ccccc3C2=O)s1
→ -18.1, 8.5, -4.6, 0.6, 10.8, 2.7, -3.4, 2.1

Whole records as entered above. Values in the order: Apaf1 inhib, SENP6 block, PfGluPho inh, SENP8 block-1, SENP8 block-2, HKDC1 inh, SENP7 inh, SENP1 inh
Record of `COc1ccc(C2=Nn3c(nnc3-c3ccccn3)SC2)cc1OC` → 5.9, 9.7, 4.2, 4.2, 9.6, -3.0, -7.0, -1.0
Record of `COc1ccc(-c2nn(-c3ccccc3)cc2CNC[C@H]2O[C@@H](n3cnc4c(N)ncnc43)[C@H](O)[C@@H]2O)cc1` → -6.3, -9.1, 15.0, -5.4, 0.9, -8.1, 4.3, 0.0

Carrying on.
Under each structure: Apaf1 inhib, SENP6 block, PfGluPho inh, SENP8 block-1, SENP8 block-2, HKDC1 inh, SENP7 inh, SENP1 inh
O=C(CSc1nc2ccccc2n1CC(=O)N1CCOCC1)N1CCCC1
→ 7.1, -11.0, 10.0, -7.4, 28.1, -9.3, -11.4, 2.4
O=C(Nc1ccncc1)Nc1ccc(Cl)cc1Cl
→ 12.6, -4.0, -10.3, -6.6, 7.5, -1.1, -12.5, 0.9
Cc1cccc(Nc2nc(NCc3ccco3)nc(N3CCOCC3)n2)c1
→ 8.6, 14.8, -1.7, 0.2, 14.3, 5.4, -1.9, -0.5
CC(C)c1ccc(/C=N/NC(=O)c2nnn(-c3nonc3N)c2CN(C)C2CCCCC2)cc1
→ -2.7, -13.3, -2.1, 1.9, 3.2, -7.7, -0.3, 1.2
Nc1cc(Cl)cc2c1-c1ccc(Cl)cc1C2O (stereo not drawn)
→ ·, ·, 41.7, ·, -192.1, -1.6, ·, 2.7
Nc1nc(Br)c2ccccc2c1-c1ccccc1
→ 24.6, 11.2, -3.4, -2.6, -383.3, -5.3, 1.8, -91.6
O=C(Cn1[nH]c(=O)c2ccccc2c1=O)OCC(=O)c1ccc(F)cc1
→ 4.4, -9.2, -0.8, 5.9, 0.4, -2.0, 3.5, 0.6
CC(C)C(=O)NC(=S)N1CCc2ccccc21
→ 4.0, 8.5, 8.6, -5.1, 7.2, -10.8, -7.1, -2.8
Cc1ccc(S(=O)(=O)n2nc(C)cc2N)cc1
→ -3.7, 0.9, 2.5, -4.7, 8.7, -3.2, -4.0, 1.1
O=[N+]([O-])c1cccc(C2=NCCC(c3ccccc3)O2)c1 (stereo not drawn)
→ 19.9, 8.5, -5.8, -0.1, 1.7, -3.2, 5.8, -3.0
CCC1CCCCN1S(=O)(=O)c1ccc(C(=O)Nc2nnc(-c3cccs3)o2)cc1 (stereo not drawn)
→ 13.2, 3.0, -47.3, -1.7, 18.4, -0.8, -1.4, 2.5
Cc1ccc(C)c(N2CCN(C(=O)CCS(=O)(=O)c3ccc4c(c3)oc(=O)n4C)CC2)c1
→ 4.4, 0.6, 8.6, -0.8, 5.4, -2.7, 4.7, -3.8
CC(C)Oc1ccccc1C1NC(=O)CCC1[N+](=O)[O-] (stereo not drawn)
→ 8.5, -38.1, -12.2, -11.1, 19.8, 3.6, -5.2, 0.0
CCN(CC)c1ccc(NC(=O)c2cc(Cl)ccc2OC)cc1
→ 20.8, -16.7, 23.8, 0.6, 11.1, 10.2, 9.2, 2.0
CCOc1nc2cnccc2n(CC(=O)Nc2cccc(C)c2C)c1=O
→ -12.7, -8.0, -6.4, 8.0, 10.9, 0.4, 3.1, -1.3

Additional results:
Under each structure: Apaf1 inhib, SENP6 block, PfGluPho inh, SENP8 block-1, SENP8 block-2, HKDC1 inh, SENP7 inh, SENP1 inh
Nc1cc(-c2ccccc2)nn1S(=O)(=O)c1ccc(Br)cc1
→ 18.9, 1.9, 16.4, -10.1, -1.1, 6.2, -7.2, -3.3
O=c1c2c3c(sc2n2cnnc2n1Cc1ccccc1)CN(Cc1ccccc1)CC3
→ 22.8, 7.1, 23.6, 4.4, -149.6, -1.2, 2.1, -44.7
C=CCOc1ccc(C(=O)Nc2ncn[nH]2)cc1
→ -2.4, 10.2, -6.5, 7.2, 13.4, -6.1, 13.0, 2.1
Clc1ccc2c(N/N=C/c3cccnc3)ccnc2c1
→ 8.0, 14.1, 20.6, -3.8, -96.5, 17.2, 5.6, -2.3
O=C(CN1C(=O)NC2(CCCC2)C1=O)OCc1ccc(Cl)c(Cl)c1
→ 12.7, 9.4, -9.0, 5.3, -3.2, -4.0, -4.0, 1.6

4 compounds from above, limited to HKDC1 inh and SENP8 block-1.
SMILES	HKDC1 inh	SENP8 block-1
O=c1c2c3c(sc2n2cnnc2n1Cc1ccccc1)CN(Cc1ccccc1)CC3	-1.2	4.4
C=CCOc1ccc(C(=O)Nc2ncn[nH]2)cc1	-6.1	7.2
Clc1ccc2c(N/N=C/c3cccnc3)ccnc2c1	17.2	-3.8
O=C(CN1C(=O)NC2(CCCC2)C1=O)OCc1ccc(Cl)c(Cl)c1	-4.0	5.3

In the list so far, 4 have an aryl thioether with sulfur outside any ring:
Under each structure: Apaf1 inhib, SENP6 block, PfGluPho inh, SENP8 block-1, SENP8 block-2, HKDC1 inh, SENP7 inh, SENP1 inh
O=C(CSc1nc2ncccc2[nH]1)NCc1ccccc1
→ -6.7, -36.7, -6.3, 1.9, 6.8, -6.7, 0.0, 1.5
COc1ccccc1NC(=O)Cc1nnc(SCC(=O)NC2CCCCC2)n1C
→ 6.7, -25.2, -3.0, -5.2, 4.7, -4.3, -6.0, 0.6
FC(F)Sc1ccc(NC(=S)NCc2ccccc2)cc1
→ -5.1, 14.0, 18.2, -6.5, 0.1, 1.3, -10.1, 0.2
O=C(CSc1nc2ccccc2n1CC(=O)N1CCOCC1)N1CCCC1
→ 7.1, -11.0, 10.0, -7.4, 28.1, -9.3, -11.4, 2.4
